# Source: PubChem BioAssay (National Center for Advancing Translational Sciences (NCATS))
# IDH1 R132H inh: qHTS for Inhibitors of mutant isocitrate dehydrogenase 1 (IDH1): qHTS. Isocitrate dehydrogenase [NADP] cytoplasmic (Homo sapiens), O75874. IDH1-R132H enzyme, NADPH consumption, diaphorase/resazurin fluorescence. Potency, µM (series often up to 76.6 µM), for the others: at the top dose activity change, negative = inhibition, usual class: inhibitors. hit rate 0.093% among 390,000. AID 602179, 2012; note: potency is the fitted concentration of half-maximal effect; % is set by controls: 0 for no effect and ±100 for the full control effect; nearly all actives have a fitted effect of over 65% in size
# Target sequence (O75874 whole entry R132H, stated change not applied): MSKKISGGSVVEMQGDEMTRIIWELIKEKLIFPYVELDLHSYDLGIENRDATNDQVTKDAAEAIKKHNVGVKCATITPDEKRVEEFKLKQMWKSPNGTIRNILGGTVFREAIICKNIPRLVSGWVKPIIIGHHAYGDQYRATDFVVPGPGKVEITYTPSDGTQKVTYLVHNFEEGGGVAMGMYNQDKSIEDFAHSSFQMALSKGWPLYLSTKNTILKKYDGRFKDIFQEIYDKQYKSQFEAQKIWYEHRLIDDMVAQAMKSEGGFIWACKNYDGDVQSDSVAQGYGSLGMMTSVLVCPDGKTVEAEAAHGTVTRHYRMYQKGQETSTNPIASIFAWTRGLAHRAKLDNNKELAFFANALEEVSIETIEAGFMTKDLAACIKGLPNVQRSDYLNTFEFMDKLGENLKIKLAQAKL
#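 IDH1-R132H (0.5 ug/mL dispensed) in pH 7.5 Tris buffer was preincubated 30 min with compound, then given a substrate mix of 0.016 mM NADPH and 2 mM alpha-KG for 80 min at room temperature; remaining NADPH was read by diaphorase/resazurin fluorescence.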
# RXFP1 agonist: qHTS Assay for Agonists of the Relaxin Receptor RXFP1. Relaxin receptor 1 (Homo sapiens), Q9HBX9. AID 2676, 2010. Potency, µM (highest dose often 57.5 µM), for inactives: at the top dose activation, usual class: activators. hit rate 0.3% among 370,000. HEK293T-RXFP1 cAMP TR-FRET, 30 min; response scale: percent of porcine relaxin response, buffer zero; note: potency is the fitted concentration of half-maximal effect; % is set by controls: 0 for no effect and ±100 for the full control effect; nearly all actives have a fitted effect of over 60% in size; many of its hits are not listed in these tables
#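 HEK293T cells stably expressing RXFP1 were pretreated with the PDE4 inhibitor Ro 20174, exposed to compounds for 30 min at 37C, lysed, and cAMP was read by TR-FRET. Data normalized to buffer (basal) and 29 nM porcine relaxin (100%).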
# TrxR1 substrate: qHTS Assay for Substrates of Mammalian Selenoprotein Thioredoxin Reductase 1 (TrxR1): qHTS; purified TrxR1 substrate turnover, NADPH consumption readout; Potency, µM (series often up to 114 µM), for inactives: top-dose activity change, negative = substrate turnover; hit rate 0.01% among 390,000; AID 588456, 2011; note: potency is the fitted concentration of half-maximal effect; % is set by controls: 0 for no effect and ±100 for the full control effect; nearly all actives have a fitted effect of over 50% in size
#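 Rat TrxR1, dispensed at 90 nM, was prereduced with 400 uM NADPH (final) for 5 min at ~22 deg C, then incubated with compound 15 min before 400 uM selenite. A first-read NADPH fluorescence drop versus no-compound background flagged substrates.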
# PI4K2A inh: qHTS for small molecular inhibitors of PI4K2A; Phosphatidylinositol 4-kinase type 2-alpha (Homo sapiens), Q9BTU6; purified PI4K2A, ADP-Glo luminescence, 1 h; stronger effect = lower value; activity change, negative = inhibition, % at 76.9 µM; hit rate 0.13% among 420,000; AID 1346378, 2018; in the data active = activity change below about -50%; inconclusive = mostly about -30% to -49%;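 note: -100% = wells without enzyme as full effect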
#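 Compounds are screened against recombinant PI4K2A using PI as substrate and ATP, the latter dispensed at 300 microM. Reactions run one hour at ambient temperature before ADP-Glo detection; full inhibition defined by wells lacking enzyme.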
# Glioma ERSR ind: qHTS for Inducers of the Endoplasmic Reticulum Stress Response (ERSR) in Human Glioma: qHTS; U87-MG GRP78 promoter luciferase reporter, 16 h; Potency, µM, for inactives: top-dose activation, hits mostly activators; hit rate 0.02% among 420,000; note: potency is the fitted concentration of half-maximal effect; series mostly up to about 76 µM; % of control where 0% means no effect; nearly all actives have a fitted effect of over 35% in size
#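 Stably transfected U87-MG glioma cells carrying a GRP78-based luciferase sensor; 16 h compound incubation. Luminescence end-point read 10 min after Bright-Glo addition at room temperature.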
# LDHA block: qHTS assay for inhibitors of human lactate dehydrogenase; L-lactate dehydrogenase A chain (Homo sapiens), P00338; purified LDHA, NADH/diaphorase-resazurin fluorescence; stronger effect = lower value; activity change, % (values are at about 110 or 230 µM); hit rate 0.15% among 480,000; AID 1347041, 2019; in the data active = activity change below about -30%; inconclusive = mostly about -25% to -30%;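 note: plate controls were DMSO wells for no effect and wells without enzyme for full effect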
#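 LDH5 2 nM; NADH 0.06 mM, pyruvate 0.2 mM; 200 mM Tris pH 7.4, EDTA, Tween-20; 5 min RT. Detection: diaphorase 0.133 mg/mL + resazurin 37 µM, fluorescence ex540/em590 at 0 and 20 min; normalized to enzyme-free and DMSO wells.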
# USP1-UAF1 inh: Inhibitors of USP1/UAF1: Primary Screen; recombinant USP1/UAF1, Ub-Rhodamine cleavage fluorescence; Potency, µM (doses to about 57.1 µM), for inactives: at the highest dose activity change, negative = inhibition, hits mostly inhibitors; hit rate 0.23% among 390,000; AID 743255, 2014; note: potency is the fitted concentration of half-maximal effect; % is set by controls: 0 for no effect and ±100 for the full control effect; nearly all actives have a fitted effect of over 60% in size; inactives centre near -12
#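 USP1/UAF1 complex at 1 nM was preincubated with compound for 15 min at room temperature, then Ub-Rho substrate (150nM final) was added. Fluorescence (480/540 nm) was read kinetically, 6 reads every 60 seconds.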
# Vif-A3F inh: qHTS for Inhibitors of Vif-A3F Interactions: qHTS; HeLa A3F-eYFP + Vif (tagged APOBEC3F with the HIV-1 protein that degrades it), YFP fluorescence increase; Potency, µM (top dose mostly 46.1 µM), for inactives: at the top dose activity, negative = active; hit rate 0.2% among 390,000; note: potency is the fitted concentration of half-maximal effect; % of control where 0% means no effect; nearly all actives have a fitted effect of over 65% in size
#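 Fluorescence increase (Ex 488/Em 500-530) after overnight compound treatment at 37 deg C flags inhibition of Vif-driven A3F-eYFP loss in stable HeLa A3F-eYFP/Vif cells seeded overnight beforehand.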
# Vif-APOBEC3G blk: qHTS for Inhibitors of Vif-A3G Interactions: qHTS; DNA dC->dU-editing enzyme APOBEC-3G (Homo sapiens), Q9HC16; HeLa A3G-eYFP + Vif (tagged APOBEC3G with the HIV-1 protein that degrades it), YFP fluorescence, overnight; Potency, µM (doses to about 46.1 µM), inactives show top-dose activity, negative = active, most hits filed as inhibitors; hit rate 0.076% among 410,000;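 note: potency is the fitted concentration of half-maximal effect; % is set by controls: 0 for no effect and ±100 for the full control effect; nearly all actives have a fitted effect of over 60% in size; hits raise eYFP signal because A3G escapes Vif-driven loss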
# Target sequence (Q9HC16 whole entry, looked up): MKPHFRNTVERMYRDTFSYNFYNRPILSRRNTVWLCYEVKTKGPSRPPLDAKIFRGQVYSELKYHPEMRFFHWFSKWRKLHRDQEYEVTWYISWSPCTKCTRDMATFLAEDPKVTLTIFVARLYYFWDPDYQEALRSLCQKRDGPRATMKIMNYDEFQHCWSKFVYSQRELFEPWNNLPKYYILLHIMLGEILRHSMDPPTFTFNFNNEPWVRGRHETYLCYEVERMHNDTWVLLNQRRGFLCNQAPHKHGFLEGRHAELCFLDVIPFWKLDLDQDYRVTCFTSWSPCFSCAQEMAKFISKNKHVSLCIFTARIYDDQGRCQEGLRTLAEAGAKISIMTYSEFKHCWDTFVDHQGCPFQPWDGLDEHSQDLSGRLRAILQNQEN
#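 Read-out is eYFP fluorescence (Ex 488/Em 500-530) from Vif-expressing HeLa A3G-eYFP cells; more signal means A3G escaped Vif-mediated degradation. Cells plated overnight, compound pinned in, incubated overnight at 37 deg C.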
# Starred values were filed as active, the others as inactive; ? = inconclusive; / = no result given; & = joins results of further samples; [ ] = remark or other dose. Unless noted, calls come from the whole dose curve; as a rule, active = well fitted curve in the direction sought with a large enough effect; inconclusive = small, poorly fitted or top-dose-only effect, or another doubt; inactive = no such curve, though single readings can be large; an effect the other way counts as inactive or inconclusive. These rows are one share of the data, so the mix of outcomes need not match the whole.
No.	Compound	USP1-UAF1 inh	LDHA block	Vif-APOBEC3G blk	Vif-A3F inh	Glioma ERSR ind	IDH1 R132H inh	PI4K2A inh	TrxR1 substrate	RXFP1 agonist
1	O=C(O)Cc1ccc(NC(=S)Nc2cccc(Cl)c2Cl)cc1	-11%	1	1%	-11%	-2%	-1%	-4	-5%[57.1 µM]	1.5%
2	C#CCOCCOCCOCCNc1nc(N2CCN(C(=O)[C@H](CCCCN)n3cc([C@@H](N)CO)nn3)CC2)nc(N2CCN(C(=O)[C@H](Cc3ccc(O)cc3)n3cc([C@@H](N)CC(C)C)nn3)CC2)n1	-10%	3	3%	4%	-5%	-12%	-5	5%[57.1 µM]	-1.4%
3	C=CCn1c(SCC(=O)NC2CCS(=O)(=O)C2)nc2scc(C3CC3)c2c1=O (stereo not drawn)	-19%	1	3%	-2%	-1%	1%	-2	-2%	4.2%
4	COc1cccc(OCc2nn[nH]n2)c1	0%	-6	0%	-8%	-4%	3%	1	7%[57.1 µM]	-0.4%
5	CC1CCn2c(nc3cc(C(=O)NCc4ccc(F)cc4)ccc32)C1 (stereo not drawn)	1%	-2	2%	1%	-2%	-16%	1	-6%[57.1 µM]	2.8%
6	CCN(CC)c1cc2c(c3c1ccn3C)C1CCC2O1 (stereo not drawn)	/	18	-2%	/	-2%	/	0	/	/
7	CCCn1c(N)c(C(=O)CSc2nnc(C3CC3)n2C2CC2)c(=O)[nH]c1=O	-2%	-6	0%	-8%	-2%	0%	3	10%[57.1 µM]	/
8	CC1CCN(C(=O)COC(=O)CSc2ccc(C(N)=O)cc2[N+](=O)[O-])CC1	-16%	1	-3%	-5%	-3%	1%	2	-14%	4.6%
9	COc1cc(OC)c(OC)cc1CNC(=O)c1ccc(S(=O)(=O)N2CCCCC2)cc1	-4%	3	0%	-6%	-2%	1%	-1	-12%	-0.9%
10	COc1ccccc1N(C)c1cc2c(c3c1ccn3C)C1CCC2O1 (stereo not drawn)	/	7	?	/	-5%	/	-14	/	/
11	NC(=O)c1cc(S(=O)(=O)NCc2ccccc2)cs1	-14%&-5%	-8&-3	-2%&4%	0%&-5%	0%&-1%	4%&3%	-4&-4	-2%&-5%	1.0%&-0.4%
12	CCOc1ccccc1N(C)C(=O)c1cc(S(=O)(=O)NCCc2ccc(Cl)cc2)ccc1F	-15%	3	-2%	0%	-2%	9%	-2	0%[57.1 µM]	0.0%
13	O=C(CCCCCCCC(=O)c1ccccc1)c1ccccc1	-1%	-9	0%	1%	-1%	5%	-2	12%	1.6%
14	O=S(=O)(c1ccc(Cl)cc1)c1nc(-c2cccs2)oc1SCc1ccccc1F	?	-4	-6%	0%	14%	3%	-1	-2%[2.29 µM]	-0.2%
15	CCOC(=O)C1CCCN(C(=O)c2cccs2)CC1 (stereo not drawn)	/	-1	4%	/	-2%	/	-3	/	/
16	O=C(Cn1cnc2c(nnn2Cc2ccccc2)c1=O)NCc1ccccc1Cl	-22%	-5	-4%	3%	-5%	-1%	7	-1%	19%
17	CCOC(=O)N1CCC(NC(=O)c2cc(-c3ccc(F)cc3)[nH]c2C)CC1	2%	-1	3%	4%	-3%	2%	-1	4%	-0.7%
18	Cc1ccc(NCc2nnc(SCC(=O)NCc3ccco3)n2CC2CCCO2)cc1Cl (stereo not drawn)	-5%	1	-4%	/	-2%	-7%	3	3%	0.3%
19	Cc1csc(N(C(=O)CCNC(=O)c2ccc([N+](=O)[O-])cc2)c2ccccc2)n1	-8%	-10	2%	11%	-3%	14%	5	-5%	3.3%
20	Cc1cc(C(=O)NC2CCCN(Cc3ccc(Cl)cc3)C2)no1 (stereo not drawn)	-26%	-2	-7%	1%	-1%	-1%	-1	5%	-1.2%
21	O=C(NCC1CCCO1)C1c2ccccc2C(=O)N1C1CCCCCC1 (stereo not drawn)	4%	-4	-1%	3%	-2%	12%	0	4%	1.5%
22	C=C1c2cc3c(cc2NC(=S)N1Cc1ccccc1)OCO3	-5%	7	-8%	-18%	0%	0%	-4	4%[57.1 µM]	-0.2%
23	CCCN1CCC(=O)N([C@H](CSc2ccc(C)cc2)Cc2ccccc2)CC1	-14%	-4	0%	-1%	-1%	0%	4	3%[57.1 µM]	1.4%
24	NNc1cc([N+](=O)[O-])cc2c1C(=O)N(Cc1ccccc1)S2=O (stereo not drawn)	-21%	7	1%	-3%	-1%	-2%	-8	4%	1.8%
25	COc1ccc(C(=O)/C=C/N2CCCCC2)cc1OC	-12%	-6	1%	-5%	4%	0%	-2	-8%	4.1%

# Brought forward from above: two compounds, then new ones.
No.	Compound	USP1-UAF1 inh	LDHA block	Vif-APOBEC3G blk	Vif-A3F inh	Glioma ERSR ind	IDH1 R132H inh	PI4K2A inh	TrxR1 substrate	RXFP1 agonist
24	NNc1cc([N+](=O)[O-])cc2c1C(=O)N(Cc1ccccc1)S2=O (stereo not drawn)	-21%	7	1%	-3%	-1%	-2%	-8	4%	1.8%
25	COc1ccc(C(=O)/C=C/N2CCCCC2)cc1OC	-12%	-6	1%	-5%	4%	0%	-2	-8%	4.1%
26	Cc1cc2c(c(=O)o1)C(Cc1ccccc1)C(C#N)=C(N)O2 (stereo not drawn)	-6%	-3	2%	/	-2%	-6%	-1	6%	1.2%
27	COc1ccc(CNC(=O)[C@]2(C)CCC[C@@]3(C)C4CC[C@@]5(C)C[C@]4(CCC32)CC5=O)cc1 (stereo partly drawn)	-13%	0	4%	6%	-2%	4%	-1	-3%	0.0%
28	CCn1cc(C(=O)NCCC(=O)OC)c(=O)c2cc3c(cc21)OCO3	4%	1	5%	-2%	-3%	-1%	-9	10%	-0.2%
29	CCOn1c(=O)c(-c2ccc(C)cc2)[n+]([O-])c2ccccc21	-15%	-2	1%	4%	0%	-3%	1	-6%	-3.2%
30	C=C(CC)C(=O)c1ccc(OCC(=O)O)c(Cl)c1Cl	-26%	-10&-5	?	6%	?	?	-13&2	6%&4%	-3.3%
31	CSc1cccc(NC(=O)C2CCCN2S(=O)(=O)c2ccc(Br)s2)c1 (stereo not drawn)	-20%	0	2%	-6%	0%	2%	2	-6%	-0.5%
32	COc1ccc(N2CCN(C(=O)c3ccc(C)cc3Cl)CC2)cc1	-19%	2	-1%	-7%	-2%	4%	-1	2%	2.4%
33	CSc1ccccc1NC(=O)CSc1nncs1	-14%	-2	0%	7%	-2%	-6%	3	0%	-1.5%
34	Oc1ccc(Br)cc1C1C=C(c2ccc3c(c2)OCO3)NC(c2cccc(F)c2)N1 (stereo not drawn)	/	0	-19%	/	?	/	/	0%	/
35	CCCCC12CN3CC(C)(CN(C1)C3c1ccc(OCc3ccccc3)cc1)C2=O (stereo not drawn)	-19%	0	0%	4%	-3%	4%	2	-8%	-1.2%
36	COc1ccc2[nH]cc(/C=C(/C#N)S(=O)(=O)c3ccccc3)c2c1	-14%	-2	-8%	0%	?	-14%	5	-7%[57.1 µM]	1.6%
37	Nc1c(-c2nc(-c3ccccc3)cs2)c2ccccn2c1C(=O)c1ccc2c(c1)OCO2	-16%	-7	/	/	/	/	0	-13%	-0.4%
38	CC1(C)CC(=O)C(C=NCCCN2CCCC2=O)=C(O)C1	-9%	-14	1%	-1%	-3%	-4%	4	5%[57.1 µM]	0.2%
39	COc1cc(C(CC(=O)N2CCCC2)c2c(OC)cc(OC)c3ccc(=O)oc23)cc(OC)c1OC (stereo not drawn)	-23%	1	0%&-12%	-2%	-4%&-3%	7%	-2	0%	3.2%
40	COCc1cc(C)n(CC(=O)N2CCCC2)c(=O)c1C#N	-7%	-2	2%	4%	-3%	-1%	-2	35%[activator]	0.0%
41	COc1ccc(Cc2nnc(SCC(=O)Nc3nc(C)cs3)o2)cc1	0%	1	0%	6%	6%	1%	4	-4%[57.1 µM]	0.0%
42	COc1cc(C2CC(=O)Oc3ccc(C(C)(C)C)cc32)cc(OC)c1OC (stereo not drawn)	-16%	9	0%	1%	-3%&-5%	-3%	2	-8%	/
43	COc1ccc(-n2ncc3c2CC(C)(C)CC3NC(=O)c2ccoc2C)cc1 (stereo not drawn)	-19%	1	-4%	5%	2%	1%	-2	-6%	-2.7%
44	NC(=O)Cn1c(=O)n(CCCCCC(=O)NCc2ccc(F)cc2)c(=O)c2sccc21	-5%	-9	/	/	/	/	-4	8%	1.7%
45	Cc1nc(SCc2ccccc2C#N)n[nH]1	-1%	-10	2%	10%	-3%	6%	-1	-7%	0.4%
46	CCOC(=O)C1=C(CS(=O)(=O)c2ccccc2)NC(=O)NC1c1cccc(OC)c1 (stereo not drawn)	-6%	-6	0%	-1%	-4%	8%	-4	9%	0.4%
47	Cc1cc(C)c2cc(C#N)c(N3CCCN(C(=O)c4cnccn4)CC3)nc2c1	-26%	0	0%	7%	1%	-4%	-1	2%	4.1%
